FBW7 act – FBW7 E3 ligase activators, primary screen, biochemical, AlphaScreen, human. AID 1259310, 2017. F-box/WD repeat-containing protein 7 (Homo sapiens), Q969H0. normalized activity (activation), % at 26.1 µM. 650,000 tested, 0.13% active. AlphaScreen FBW7–phospho-cyclin E peptide binding, activator screen; in the data active = normalized activity above about 1.9%;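 also: purified mutant Fbw7 with reduced substrate affinity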
Target sequence (Q969H0 whole entry, looked up): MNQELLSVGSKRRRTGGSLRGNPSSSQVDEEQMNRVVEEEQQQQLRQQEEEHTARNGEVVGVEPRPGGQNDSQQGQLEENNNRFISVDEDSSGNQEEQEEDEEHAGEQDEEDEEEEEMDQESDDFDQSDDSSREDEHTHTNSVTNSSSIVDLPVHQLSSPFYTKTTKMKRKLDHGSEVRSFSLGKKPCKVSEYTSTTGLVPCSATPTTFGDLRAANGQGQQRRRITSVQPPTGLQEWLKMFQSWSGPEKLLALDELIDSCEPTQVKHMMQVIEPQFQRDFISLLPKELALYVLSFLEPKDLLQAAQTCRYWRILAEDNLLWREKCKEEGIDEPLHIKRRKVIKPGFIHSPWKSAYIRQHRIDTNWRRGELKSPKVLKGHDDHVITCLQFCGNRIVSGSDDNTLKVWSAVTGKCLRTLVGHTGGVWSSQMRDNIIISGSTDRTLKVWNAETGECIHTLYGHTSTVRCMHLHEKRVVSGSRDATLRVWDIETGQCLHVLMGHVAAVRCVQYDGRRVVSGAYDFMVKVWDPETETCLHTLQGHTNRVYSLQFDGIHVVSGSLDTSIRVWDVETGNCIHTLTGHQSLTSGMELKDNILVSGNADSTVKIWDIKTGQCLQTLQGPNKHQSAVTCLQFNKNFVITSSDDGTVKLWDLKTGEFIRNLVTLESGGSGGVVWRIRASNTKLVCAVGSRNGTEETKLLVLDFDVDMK
TEAD-YAP block – TEAD-YAP interaction inhibition, primary screen, TEAD-YAP interaction inhibitor project, luminescence, HEK-TIYL cells. 640,000 tested, 1.4% active. inhibition, % at 9.12 µM. TEAD-Gal4/YAP UAS-luciferase luminescence; in the data active = inhibition above about 32%;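 also: 0% = median of test compound wells and 100% = reference inhibitor wells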
MITF primary – MITF inhibitors, primary screen, biochemical, AlphaScreen, human; Microphthalmia-associated transcription factor (Homo sapiens), O75030; AlphaScreen MITF homodimerization, bead proximity signal; 650,000 tested, 0.91% active; inhibition, % at 2.6 µM; in the data active = inhibition above about 50%;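 also: 0% = vehicle wells with protein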
GPR151 ag – activators of human GPR151, primary screen, cell-based, PathHunter beta-arrestin, luminescence. G-protein coupled receptor 151 (Homo sapiens), Q8TDV0. PathHunter beta-arrestin GPR151 cells. activation, % at 11.2 µM. 650,000 tested, 1% active. AID 1508602, 2020; in the data active = activation above about 4.9%;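 also: 0% = median of compound wells and 100% = cells with positive control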
* marks the source's active call; other numbers are inactive results.

SMILES	FBW7 act	TEAD-YAP block	MITF primary	GPR151 ag
O=C1CC(Sc2ccccn2)C(=O)N1c1ccc(F)cc1 (stereo not drawn)	0.2	7	2	-0.2
CCOC(=O)C1(Cc2ccccc2Cl)CCN(S(=O)(=O)N(C)C)CC1	0.1	6	10	2.9
CC(=O)Nc1ccc(S(=O)(=O)Nc2cccc(Br)c2)cc1	0.0	5	13	-1.1
CC(=O)c1cccc(N2C(=O)c3cccc(Br)c3C2=O)c1	-0.2	2	-16	0.1
COc1ccc(Br)cc1S(=O)(=O)NC1CC(C)(C)NC(C)(C)C1	-0.1	-7	0	-0.2
O=C(Nc1cccc(Cl)c1)c1cc(F)cc2c1OCOC2	0.1	-10	4	-1.0
CCOC(=O)c1sc2nc(SCC(=O)NCc3ccccc3Cl)n(Cc3cccc(Cl)c3)c(=O)c2c1C	-0.1	-3	-4	0.6
c1cc(-c2nc3ccc(Nc4nccc(-c5cncc(N6CCOCC6)c5)n4)cc3o2)ccn1	0.0	-3	4	1.7
CC(=O)C1=C(O)C(=O)N(CCO)C1c1ccc(C(C)C)cc1 (stereo not drawn)	0.2	-3	21	0.8
CSCC[C@H](NC(C)=O)C(=O)N1CCCC(c2[nH]ncc2-c2ccccc2C)C1 (stereo partly drawn)	0.6	1	18	-1.4
CC(C)CCNC(=O)c1noc2c1COc1ccccc1-2	0.1	-72	3	6.6*
CC(C)NC(=S)NC(=O)c1ccccc1I	0.0	2	-12	-0.6
CCN(CC)CC(O)COc1ccc2ccccc2c1 (stereo not drawn)	0.2	-8	15	-0.3
Cc1c(C(=O)Nc2ccc(F)cc2)sc2ncn(CC(=O)Nc3cccc(C(F)(F)F)c3)c(=O)c12	0.1	-6	1	0.3
O=C(NC1CCC1)c1ncoc1-c1ccc(F)cc1	-0.1	-25	-6	0.4

Structural class, those above with nitrogen in an aromatic ring
SMILES	FBW7 act	TEAD-YAP block	MITF primary	GPR151 ag
O=C1CC(Sc2ccccn2)C(=O)N1c1ccc(F)cc1 (stereo not drawn)	0.2	7	2	-0.2
CCOC(=O)c1sc2nc(SCC(=O)NCc3ccccc3Cl)n(Cc3cccc(Cl)c3)c(=O)c2c1C	-0.1	-3	-4	0.6
c1cc(-c2nc3ccc(Nc4nccc(-c5cncc(N6CCOCC6)c5)n4)cc3o2)ccn1	0.0	-3	4	1.7
CSCC[C@H](NC(C)=O)C(=O)N1CCCC(c2[nH]ncc2-c2ccccc2C)C1 (stereo partly drawn)	0.6	1	18	-1.4
CC(C)CCNC(=O)c1noc2c1COc1ccccc1-2	0.1	-72	3	6.6*
Cc1c(C(=O)Nc2ccc(F)cc2)sc2ncn(CC(=O)Nc3cccc(C(F)(F)F)c3)c(=O)c12	0.1	-6	1	0.3
O=C(NC1CCC1)c1ncoc1-c1ccc(F)cc1	-0.1	-25	-6	0.4

(further entries)
SMILES	FBW7 act	TEAD-YAP block	MITF primary	GPR151 ag
CCN(C(=O)Cc1c(C(=O)O)n(C)c2ccccc12)c1cccc(C)c1	0.0	4	12	-1.0
CN=C1S/C(=C\c2ccc(OCc3ccccc3F)cc2)C(=O)N1C	-0.1	-1	5	1.2
COc1ccc(-n2c(C)cn3c4c(=O)n(Cc5ccccc5)c(=O)n(C)c4nc23)c(OC)c1	0.1	-1	3	-0.7
CCCCOc1ccccc1NC(=O)C12CC3CC(CC(C3)C1)C2	0.5	7	12	-0.7
CCOc1ccc(C(c2nnnn2Cc2ccco2)N2CCN(c3ccccc3)CC2)cc1 (stereo not drawn)	-0.1	0	17	1.0
COc1ccc(C)cc1N(CC(=O)N1CCN(C)CC1)S(=O)(=O)c1ccccc1	0.0	2	11	-0.6
COCc1nnc(NC(=O)c2ccc(C)cc2)s1	0.1	-5	1	-2.7
Cc1cccc(CN2CCC(N3CCC(C(=O)N(C)CC4CCCN(C)C4)CC3)CC2)n1 (stereo not drawn)	-0.1	8	-4	-0.9
COc1ccc(-c2csc(N3CCC(c4ccccc4)C3)n2)cc1 (stereo not drawn)	-0.1	-4	5	-0.4
Cc1ccc(C(=O)N/C(=C\c2ccco2)C(=O)N2CC3CC(C2)c2cccc(=O)n2C3)cc1C (stereo not drawn)	0.2	-5	32	1.3
COc1cc(SC)ccc1C(=O)NC(C)(C)CC(C)(C)C	0.1	9	14	-0.3
O=C1N[C@H](Cc2ccccc2)C(=O)N2CCN(C(=O)c3ccccc3)C[C@H]12	-0.1	5	3	0.3
CCOC(=O)Cn1c(=O)c2c(nc3n(CCOC)c(C)c(C)n23)n(C)c1=O	-0.5	11	3	1.5
CN(Cc1cccs1)C(=O)CN1C(=O)NC(c2ccccc2)(c2ccccc2)C1=O	0.1	2	16	-0.6
Cc1ccc(-c2nnc3c4c5c(sc4ncn23)CC(C)CC5)cc1 (stereo not drawn)	0.2	1	1	-0.4
COc1ccc(-c2noc(-c3ccccc3F)n2)cc1	0.1	1	-8	-0.3
CN1CCN(C(=O)c2ccc(CS(=O)(=O)c3ccc(Br)cc3)o2)CC1	0.3	0	9	3.6
Cc1nc(N2CCOCC2)nc(N2CCCC2)c1[N+](=O)[O-]	-0.2	-5	-8	0.5
CC1(C)Cc2ccccc2C(NNC(=O)c2ccccc2[N+](=O)[O-])=N1	0.5	2	7	2.1
CCc1ccc(-c2nn(-c3ccccc3)cc2C(=O)NN)cc1	-0.1	-9	-3	1.3
Cc1onc(-c2ccccc2Cl)c1-c1nc(-c2ccccc2)no1	0.8	15	-5	-0.7
COc1c(Cl)ccc(Cl)c1C(=O)Nc1cc(C)ccc1C	-0.1	4	11	0.3
CC(C)COC1C(C2COC3(CCCCC3)O2)OC2OC3(CCCCC3)OC21 (stereo not drawn)	0.1	0	2	0.4
COc1ccc2oc(=O)c(-c3nnc(-c4ccccc4Cl)o3)cc2c1	-0.1	1	-5	-0.5
O=C(NC1CCCCC1)/C(=C\c1ccccc1)NC(=O)c1ccc(Cl)cc1Cl	0.0	2	11	-1.3
CN(C(=O)CN1CCC(O)(c2ccccn2)CC1)C1CCCCC1	-0.3	-8	-3	-0.7
O=S1(=O)c2cccc3cccc(c23)N1Cc1ccc(Cl)cc1Cl	0.3	-5	6	-0.5
COCCNC(=O)c1cccc2c1-c1ccccc1C2=O	0.0	2	9	0.8
O=c1c(Oc2ccccc2Br)c(C(F)(F)F)oc2c(CN3CCCCC3)c(O)ccc12	0.0	2	-3	2.2
COc1ccc(OC)c(C2=C/C(=C/c3ccccc3F)C(=O)O2)c1	0.1	-13	2	0.1
OCCNc1ccnc(NCc2ccc3c(c2)OCO3)n1	0.1	-5	3	-1.0
CCOC(=O)COc1ccc(/C=C2/NC(=O)N(Cc3ccc(F)cc3)C2=O)cc1	0.1	-2	9	-0.5
COc1ccc(CCNC(=O)c2cnc(Nc3ccc(C(F)(F)F)cc3)s2)cc1	0.4	0	6	-1.4
N#Cc1ccccc1NC(=O)CN1CCC(N2CCCCC2)CC1	-0.1	-7	23	0.1
Cc1cc([N+](=O)[O-])ccc1NC(=O)C1CC(=O)N(C2CCCCC2)C1 (stereo not drawn)	0.0	5	15	0.7
CCOCCCNC(=O)Cc1ccc(NC2=NC3CS(=O)(=O)CC3S2)cc1 (stereo not drawn)	0.0	5	-31	-1.8
CC(C)CNCc1nc(-c2ccc(Cl)cc2)no1	0.2	-5	-2	-1.0
COc1ccc(CNc2nc(-c3ccccc3)nc3cc(OC)c(OC)cc23)cc1	-0.1	6	7	-0.4
COCCCNC(=O)CCNC(=O)Cn1cnc2sc3c(c2c1=O)CCCC3	0.3	7	8	-1.3
Cc1sc2ncn(-n3cccc3)c(=O)c2c1-c1ccccc1	-0.2	-10	8	-1.0
CCCOc1ccc(N2C(=O)CC(SCC(=O)Nc3cccc(F)c3)C2=O)cc1 (stereo not drawn)	-0.1	10	4	-1.0
Cc1cc(C(=O)N/N=C/c2cc(Br)ccc2OC(=O)c2ccccc2)n[nH]1	-0.5	28	15	-0.6
Cc1nc(C)c(CC(=O)NC(C)c2cnn(-c3cccc4ccccc34)c2C)s1 (stereo not drawn)	0.0	11	-6	0.4
CCOC(=O)c1c(C)[nH]c(C)c1C(=O)COC(=O)/C=C/c1cccc([N+](=O)[O-])c1	-0.2	17	8	1.8
COc1cc(NC(=O)COC(=O)c2ccc(NC(N)=O)cc2)c(C)cc1[N+](=O)[O-]	0.0	10	5	0.0

Profiles as entered above. Order of screens: FBW7 act | TEAD-YAP block | MITF primary | GPR151 ag
`Cc1cc(C(=O)N/N=C/c2cc(Br)ccc2OC(=O)c2ccccc2)n[nH]1` is listed as -0.5 | 28 | 15 | -0.6
`CCOC(=O)Cn1c(=O)c2c(nc3n(CCOC)c(C)c(C)n23)n(C)c1=O` is listed as -0.5 | 11 | 3 | 1.5

Continuation.
SMILES	FBW7 act	TEAD-YAP block	MITF primary	GPR151 ag
Cc1nn(-c2ccc([N+](=O)[O-])cc2)c(C)c1NS(=O)(=O)c1ccccc1	-0.2	-4	-20	1.6
CCn1c(=O)n(CC(=O)O)c(=O)c2ccccc21	-0.1	2	1	-0.1
CCOC(=O)c1c(-c2ccccc2)oc2ccc(O)c(CN3CCN(C)CC3)c12	-0.1	14	-7	-0.2
COc1ccc(OCC(=O)Nc2cc(OC)c(OC)cc2C(=O)O)cc1	0.0	-2	2	-1.6
CCOc1cccc(NC(=O)/C(C#N)=C\c2ccsc2)c1	-0.1	-34	1	0.3
CC1CCCCN1C(=O)/C=C/c1ccccc1Cl (stereo not drawn)	-0.2	-21	0	-0.8
CC(=O)Nc1cnn(-c2ccc(C(=O)NCCc3cccc(Cl)c3)cc2)c1	-0.2	-10	-9	-0.8
O=C(O)CCCOc1ccc([N+](=O)[O-])cc1	0.0	8	-12	0.2
O=C1/C(=C/c2ccccc2Cl)N=C2CCCCCN12	0.5	0	-3	-1.1
Cc1ccc2nc(NC(=O)CCl)sc2c1	0.1	2	13	-2.0
Cc1cc(C(C)(C)C)ccc1OCCCn1ccnc1	-0.1	4	19	0.6
CCCC(=O)Nc1ccc(-c2nc3cccnc3s2)cc1	0.1	15	9	-2.4
O=C(NCCOCc1ccccc1)C(c1ccccc1)c1ccccc1	-0.1	-3	-8	0.0
O=C(NCc1ccc(F)cc1)C1CC(O)CN1C(=O)Nc1ccccc1 (stereo not drawn)	0.0	8	1	-0.8
CN(Cc1cc(Cl)c2cccnc2c1O)C1CCCCC1	-0.9	83*	37	2.6
CC1CCCN(S(=O)(=O)c2ccc(C(=O)Nc3nc(-c4ccncc4)cs3)cc2)C1 (stereo not drawn)	0.1	2	16	0.4
O=C(Nc1ccc(Br)cc1)C(C(F)(F)F)C(F)(F)F	0.2	6	18	1.3
O=[N+]([O-])c1ccc(NC(=S)NC2CC2)cc1	0.2	9	6	-1.7
CCOCCCN1CC(C(=O)NCCc2ccc(Cl)cc2)CC1=O (stereo not drawn)	-0.2	-4	2	-0.7
CCc1ccccc1NC(=O)CCOc1ccccc1	0.1	-4	8	-1.6
CCOCCCNC(=O)/C=C/c1cccc([N+](=O)[O-])c1	-0.3	8	3	-0.6
CCOc1ccccc1CN1CCc2nnc(CNC(=O)c3cc(C)oc3C)n2CC1	-0.2	-12	6	1.0
Cc1ccccc1OCC(=O)NCC(=O)OCC(=O)c1ccc(-c2ccccc2)cc1	0.6	-20	4	0.0
COCCNC(=O)CN(c1ccc(Cl)cc1)S(C)(=O)=O	0.0	-4	-5	0.7
O=S1(=O)N=C(N(CCO)/N=C/c2c3ccccc3cc3ccccc23)c2ccccc21	-0.1	6	4	1.3
O=C(O)Cn1cc(/C=N/NC(=O)CN2CC(c3ccccc3)CC2=O)c2ccccc21 (stereo not drawn)	0.1	-4	-6	-0.8
Cc1c(C(=O)Nc2ccc3ccccc3c2)cccc1[N+](=O)[O-]	-0.1	-55	12	1.6
OCc1nc2ccccc2n1Cc1ccccc1	0.4	-7	-6	-0.4
CC(=O)N(C)c1ccc(NC(=O)c2cc(-c3ccccc3)nc3ccccc23)cc1	-0.3	5	-5	0.4
COc1ccc(CN(CCOC(C)=O)C2CCCCC2)cc1OC	0.1	-11	11	1.0
COc1cc(CNCCCO)ccc1OCC(=O)NC(C)(C)C	0.1	-3	-3	1.2
CCNC(=O)C1CCN(S(=O)(=O)c2ccc(F)cc2)CC1	-0.2	-3	-6	-0.2
O=C(CCCCCn1c(=O)[nH]c2ccccc2c1=O)NC1CCCCC1	-0.1	0	-7	3.2
O=S(=O)(c1ccc(-c2csc(=Nc3cccc(Cl)c3)n2CCc2ccccc2)cc1)N1CCOCC1	-0.2	-1	-2	2.6
CCc1ccc(-c2cn(C3CCCCC3)c(=S)[nH]2)cc1	-0.1	-31	18	0.2
Cc1ccsc1/C=C1N=C(/C=C/c2ccc(Cl)cc2)OC\1=O	0.0	13	5	-0.4
Cc1ccc(-c2nnn3c2nc(NCc2ccco2)c2ccccc23)cc1	0.0	-31	4	0.5
COc1ccc(-c2nnc(NC(=O)c3ccc(Cl)cc3)o2)cc1	1.4	7	21	0.2
Cc1ccc(-c2c(C(=O)N3CCC(O)(c4cccc(C(F)(F)F)c4)CC3)oc(=O)c3ccccc23)cc1	0.7	3	7	-2.0
CCOC(=O)c1ccc(NC(=S)Nc2ccccc2N2CCOCC2)cc1	0.1	2	15	-2.0
COc1ccc(C2C(C(=O)OC(C)C)=C(C)N=c3s/c(=C\c4ccc(Br)o4)c(=O)n32)cc1 (stereo not drawn)	0.7	-1	16	-1.6

Assay outcomes from PubChem.
